Compound activity as filed in PubChem BioAssay.
RNase H inhibition = RNase H inhibition, HIV 1 Gag Pol polyprotein, FRET biochemical assay, screening (AID 372). actives 0.77% (n = 100,000). HIV-1 RT RNase H, FRET RNA/DNA substrate fluorescence; higher % means a stronger effect. one-dose inhibition, % at 10 µM; IC50 in µM for titrated hits; in the data active = inhibition above about 50%
Active calls of the source: *. Some of the compounds tested; the hit share may differ from the screen's.

smiles	RNase H inhibition
COc1ccc(Cl)cc1N(CC(=O)Nc1cccc2cccnc12)S(=O)(=O)c1ccc(C)cc1	35%
Cc1cc(Br)c2[nH]c(O)c(N=NC(=O)c3cccc(O)c3)c2c1	0%
CCOc1cccc(C2C(C(=O)Nc3ccccc3C)=C(C)NC3=C2C(=O)CCC3)c1 (stereo not given)	11%
CC(=O)COc1ccc2c3c(c(=O)oc2c1C)CCCC3	1%
COC(=O)c1ccc(C=NN2CCN(Cc3ccccc3)CC2)cc1	11%
COc1ccc(NC(=O)c2cc(Br)ccc2I)cc1OC	0%
Brc1cccc(-c2nnc(SCc3ccccc3)o2)c1	17%
COC(=O)c1ccc(-c2ccc(/C=C3/SC(=S)N(C)C3=O)o2)cc1	9%
COC(=O)C1=C(C)NC(=O)CC1c1cccc(Cl)c1 (stereo not given)	7%
O=C(Nc1ccc(C(=O)O)cc1)/C(=C\c1ccc2c(c1)OCO2)NC(=O)c1ccc(Br)o1	8%
Cc1cn(S(=O)(=O)c2ccc(Cl)cc2)c(C)n1	11%
Cc1ccc(NC(=O)C2CC2(c2ccccc2)c2ccccc2)cc1 (stereo not given)	18%
COc1ccc(OCCOc2ccc(/C=C3\SC(=S)NC3=O)cc2)cc1	27%
C#CCSc1nc2ccccc2n1C(=O)c1cccs1	4%
CCCC(=O)Nc1cccc(NC(=S)NC(=O)c2ccccc2Cl)c1	7%
CCOc1cc(/C=C2/SC(=S)N(c3ccccc3)C2=O)ccc1OS(=O)(=O)c1ccccc1[N+](=O)[O-]	17%
Cc1c(N=Cc2c[nH]c3ccccc23)c(=O)n(-c2ccccc2)n1C	7%
CC(=O)c1ccc(-n2c(C)cc(/C=C(/C#N)C(=O)Nc3ccc(Cl)cc3)c2C)cc1	17%
O=[N+]([O-])c1ccc(NCCCNS(=O)(=O)c2ccccc2)cc1	3%
CC1(C)CC(NCC(=O)OC2CCCCC2)CC(C)(C)N1	15%
COc1ccccc1-c1coc2cc(OC(C)=O)ccc2c1=O	0%
C=CCN1C(=O)/C(=C/c2cc([N+](=O)[O-])ccc2OC)SC1=S	3%
C=CCn1c(=O)c(C(=O)Nc2ccccc2OC)c(O)c2ccccc21	6%
O=C(Nc1cc([N+](=O)[O-])ccc1Cl)c1ccc([N+](=O)[O-])o1	15%
O=S(=O)(c1ccc(Br)cc1)n1ccc2ccccc21	15%
CS(=O)(=O)N(Cc1ccc(Cl)cc1)c1ccc(C(=O)Nc2ccccc2Cl)cc1	12%
COc1cccc(C=C2C(=O)NC(=O)NC2=O)c1OCc1ccccc1Cl	29%
CC1=C(C(=O)OCc2ccccc2)C(c2ccccc2[N+](=O)[O-])NC(=O)N1C (stereo not given)	2%
COc1ccc(C2C(C(=O)OCCOc3ccccc3)=C(C)NC3=C2C(=O)CC(c2ccccc2)C3)c(OC)c1 (stereo not given)	16%
CCOc1ccc(NC(=O)c2c(Cl)ccc(Cl)c2OC)cc1	29%
Cc1ccc(N(CC(=O)Nc2cccc3ccccc23)S(=O)(=O)c2ccccc2)c(C)c1	12%
COc1cc(OC)c(OC)cc1CN1CCN(Cc2cccn2C)CC1	2%
Cc1c(NC(=S)SCCC(N)=O)c(=O)n(-c2ccccc2)n1C	3%
COc1ccc(NC(=O)c2c(NC(=O)c3cccnc3)sc3c2CCCCC3)cc1	0%
COC(=O)C(=CC(C(=O)OC)C(=O)OC)C(=O)OC	7%
COc1ccc(N2C(=O)c3ccccc3NC2c2ccc(OC)c(Cn3nc(C)c([N+](=O)[O-])c3C)c2)cc1 (stereo not given)	15%
COc1ccc(Br)cc1/C=C1\SC(N2CCCC2)=NC1=O	19%
c1ccc(CN=C2CCCc3ccccc3N2)cc1	2%
Cc1ccc(N(CC(=O)Nc2cccc(Cl)c2C)S(C)(=O)=O)cc1	5%
CCOC(=O)C1=C(CC)NC2=C(C(=O)CCC2)C1c1ccccc1I (stereo not given)	7%
Cc1ccccc1C(=O)NNC(N)=S	3%
CCOC(=O)c1sc(N/N=C/c2ccccc2C(F)(F)F)nc1C	15%
CCSc1nnc2c(n1)OC(c1ccc(C(C)(C)C)cc1)Nc1ccccc1-2 (stereo not given)	14%
C/C(=N\OCC(=O)N=Nc1c(O)n(CN2CCCC2)c2ccccc12)c1ccc(C)cc1	0%
Cc1ccc(C(=O)O/N=C(\N)c2ccc(Cl)cc2)c(Cl)c1	16%
O=C(CSc1cc(Cl)ccc1Cl)Nc1cccc(Cl)c1	0%
CCOC(=O)C1=C(C)N=C2c3ccccc3C(=O)C2C1c1ccc(Cl)cc1 (stereo not given)	10%
O=C(NCc1ccco1)c1nn2c(c1Cl)NC(c1cccs1)CC2C(F)(F)F (stereo not given)	4%
CCCCN(C(C)=O)c1ccc(C(=O)O)cc1	8%
Cc1[nH]c2ccccc2c1/C=N/NC(=O)c1cc(O)cc(O)c1	0%
O=C(Nc1ccccc1C(F)(F)F)c1cc2ccccc2oc1=O	3%
COC(=O)c1cc(C(=O)OC)cc(S(=O)(=O)Nc2ccc(Cl)c(N)c2)c1	14%
C(=Nc1ccc(-c2ccc(N=Cc3ccccc3OCc3ccccc3)cc2)cc1)c1ccccc1OCc1ccccc1	8%
Cc1ccc(N2C(=O)CSC2c2ccc(Cl)cc2)cc1C (stereo not given)	4%
CCOC(=O)C1SC(c2ccccc2)C(C#N)C1(O)c1ccccc1 (stereo not given)	5%
O=C1N/C(=N\N=C\c2ccccc2F)SC1Cc1cccc([N+](=O)[O-])c1 (stereo not given)	17%
CC(=O)c1cccc(NC(=O)c2ccc3c(c2)OCCO3)c1	9%
Cc1ccc(C(C)C)c(OCC(=O)N/N=C/c2ccncc2)c1	7%
O=c1/c(=C/c2ccc(I)o2)sc2n1CN(c1ccc([N+](=O)[O-])cc1)CN=2	49%
CCOC(=O)c1c(NC(=O)c2c(F)c(F)c(F)c(F)c2F)sc2c1CCC2	31%

(continued)
smiles	RNase H inhibition
CC(C(=O)O)n1c(O)c(/C=C2/C=Nc3ccccc32)sc1=S (stereo not given)	4%
O=C1c2ccccc2C(=O)C12OC(c1ccc(Cl)cc1)C1(C(=O)c3ccccc3C1=O)C2c1cccc(F)c1 (stereo not given)	3%
COc1ccccc1/C=C/CN(C)C1CCN(C)CC1	9%
Cc1cc(C)cc(CSCC(=O)N/N=C/c2c(O)ccc3ccccc23)c1	12%
CCOC(=O)C1=C(C)N=c2s/c(=C\c3ccc(-c4cc(Cl)ccc4C)o3)c(=O)n2C1c1ccc(N(C)C)cc1 (stereo not given)	18%
Cc1ccccc1C(=O)N=Nc1c(O)n(CN(C)C)c2ccc(Br)cc12	10%
COc1ccccc1N1C(=O)N(C(C)=O)C2C1Nc1ccccc1N2C (stereo not given)	9%
CC1=C(C(=O)OCCOc2ccccc2)C(c2coc3ccc(C)cc3c2=O)C2=C(CCCC2=O)N1 (stereo not given)	17%
CCOc1cc(C2Nc3cc(C)c(C)cc3NC3=C2C(=O)CC(C)(C)C3)ccc1OC(=O)C1CC1 (stereo not given)	2%
Fc1c(F)c(F)c(/C=N/Nc2nc(-c3ccccc3)cc(-c3ccccc3)n2)c(F)c1F	24%
COc1ccc(C2c3c(n[nH]c3C)CC(C)(O)C2C(C)=O)cc1OC (stereo not given)	9%
COC(=O)C1=C(C)NC(C)=C(C(=O)OC)C1c1cccc(Oc2ccccc2)c1	7%
O=C(NC(c1ccccc1)c1ccccc1)c1ccccc1C(F)(F)F	1%
CC(=O)N(C)c1ccc(N=Cc2c(C)[nH]c3ccccc23)cc1	2%
COc1ccc(S(=O)(=O)N2CCN(S(=O)(=O)c3ccc(C)cc3)CC2)cc1	16%
COc1ccc(C)cc1NC(=O)CN(c1cc(C)cc(C)c1)S(=O)(=O)c1ccc(C)cc1	14%
COC(=O)c1c(NC(=O)CC2Nc3ccccc3NC2=O)sc2c1CCCC2 (stereo not given)	7%
O=C(NCc1ccccc1)c1ccccc1Cl	3%
CCN(CC)c1ccc(/C=C2/SC(=S)N(Cc3ccccc3)C2=O)c(O)c1	49%
CCOP(=O)(OCC)C(C)(CC)NC(=S)Nc1c(C)cc(C)cc1C (stereo not given)	10%
CCc1ccc(OCC(=O)Nc2ccc(-c3nc4cc(CC)ccc4o3)c(O)c2)cc1	38%
COC(=O)c1ccc(/C=N/NC(=O)CC(=O)NC(C)C)cc1	0%
COc1ccc(/C(C#N)=C\N2CCOCC2)c(OC)c1	16%
C/C(=N\Nc1nnc(-c2ccccc2)c(-c2ccccc2)n1)c1ccccc1	9%
Cc1ccc2nc(-c3c(-c4ccccc4)c4cc(C)ccc4[nH]c3=O)cc(-c3ccccc3)c2c1	31%
Cc1sc(/N=C/c2cc(Br)cc(Br)c2O)c(C#N)c1C	14%
COc1cc(OC)cc(C(=O)Nc2ccc3oc(-c4ccc(OC)c(Br)c4)nc3c2)c1	19%
CCc1nnc(NC(=O)C2CCCC2)s1	0%
CCC1CCc2c(sc(NC(=O)Nc3ccc(Cl)c(Cl)c3)c2C(N)=O)C1 (stereo not given)	5%
CCOC(=O)C1=C(C)N=c2s/c(=C/c3ccc(SC)cc3)c(=O)n2C1c1cccs1 (stereo not given)	7%
O=C(Nc1ccccc1-c1ccccc1)c1ccc([N+](=O)[O-])cc1Cl	13%
CC(=O)c1ccc(N=Nc2c(C)[nH]n(-c3ccccc3)c2=O)cc1	8%
Cc1cc(/C=C2\C(=O)NC(=S)N(c3ccccc3F)C2=O)c(C)n1-c1cccnc1	33%
C=CCN(CC=C)C(=O)c1ccccc1NC(=O)c1ccccc1C	1%
CCC(=O)Nc1cccc(-c2cn3ccccc3n2)c1	3%
CN1CCN(NC(=O)c2ccc([N+](=O)[O-])cc2Cl)CC1	1%
CCCOc1ccc(-c2cn(CC(=O)NN)cn2)cc1	0%
CCOc1ccc2c(c1)-c1c(ssc1=S)C(C)(C)N2C(=O)c1cccc2ccccc12	32%
COC(=O)c1c(N)sc(C(=O)Nc2ccc(C)cc2)c1C	0%
O=C(N/N=C/c1cc2c(cc1Cl)OCO2)/C(=C/c1ccc([N+](=O)[O-])cc1)NC(=O)c1ccccc1	2%
COc1cc(NC(=O)COc2ccc(Br)cc2C(C)(C)C)c(OC)cc1Cl	9%
Cc1[nH]n(-c2ccccc2)c(=O)c1N=Nc1cccc(Cl)c1	5%
CC(C)c1ccc(/C=C/C(=O)NCc2cccnc2)cc1	0%
CSc1nnc(-c2cccc(NC(=S)NN)c2)o1	4%
O=C(Nc1ccc2oc(-c3ccc(F)cc3)nc2c1)c1ccc2c(c1)OCCO2	51%*
O=C(CCc1n[nH]c(=O)[nH]c1=O)N/N=C/c1c[nH]c2ccccc12	0%
Cc1cc(OC(=O)C2CC2)c2c(C)c(Cc3ccccc3)c(=O)oc2c1	55%*
C=CCNC(=O)C(=O)NCc1ccc(C)cc1	12%
O=[N+]([O-])c1ccc(Cl)c(S(=O)(=O)NCc2ccccn2)c1	14%
CCC(=O)Nc1cccc(-c2nc3cc(Cl)ccc3o2)c1C	16%
CCN1C(=O)C(=Cc2cccn2-c2ccc([N+](=O)[O-])cc2)C(=O)N(CC)C1=S	39%
O=C1/C(=C/c2ccc(Br)cc2)SC(=S)N1CCc1ccccc1	19%
COc1ccc(-n2nc3cc(C)c(NC(=O)c4ccc(Cl)cc4Cl)cc3n2)cc1	9%
Cc1ccc(N(CC(N)=O)S(=O)(=O)c2ccc(F)cc2)cc1	5%
CCOc1cc(CN2CCSCC2)ccc1O	9%
CCOCCOC(=O)C1=C(C)NC(=S)NC1c1ccc(N(CC)CC)cc1 (stereo not given)	1%
CC(=O)c1cccc(NC(=O)COc2cc(C)ccc2C(C)(C)C)c1	9%
Cc1ccc(OCCOc2ccccc2C=O)cc1C	11%
COC(=O)c1ccc(C(=O)OC)c(NC(=O)/C=C/c2ccco2)c1	6%
CCCOc1cccc(C(=O)Nc2ccc(Cl)c([N+](=O)[O-])c2)c1	14%

Compounds listed so far containing a COOH group (three):
smiles	RNase H inhibition
O=C(Nc1ccc(C(=O)O)cc1)/C(=C\c1ccc2c(c1)OCO2)NC(=O)c1ccc(Br)o1	8%
CCCCN(C(C)=O)c1ccc(C(=O)O)cc1	8%
CC(C(=O)O)n1c(O)c(/C=C2/C=Nc3ccccc32)sc1=S (stereo not given)	4%

Other structures follow:
smiles	RNase H inhibition
O=C1NC(=S)N/C1=C/c1cc2c(cc1[N+](=O)[O-])OCO2	0%
COc1ccc(C2=C(Nc3ccc4oc5ccccc5c4c3)c3ccccc3C2=O)cc1	3%
O=C(CSc1ncn[nH]1)NC(c1ccccc1)c1ccccc1	5%
CCc1ccc(OCCOCCOc2ccccc2OC)cc1	22%
COCCCN1C(=O)C(=Cc2c(NCC3CCCO3)nc3ccccn3c2=O)SC1=S (stereo not given)	0%
C=CCn1c(SCC(=O)c2ccc(Cl)cc2)nc2c(c1=O)C1(CCCC1)Cc1ccccc1-2	7%
Cc1ccc(N2C(=O)C(O)=C(C(=O)/C=C/c3ccccc3)C2c2ccc([N+](=O)[O-])cc2)cc1 (stereo not given)	0%
COC1=C(C(C)(C)C)C(=O)C(=O)C(C(C)(C)C)=C1	2%
Cc1cc2nc3s/c(=C\c4ccc(-c5cc([N+](=O)[O-])c(C)cc5C)o4)c(=O)n3c2cc1C	0%

An excerpt from above in order of number of heavy atoms, lowest first.
smiles	RNase H inhibition
CCc1ccc(OCCOCCOc2ccccc2OC)cc1	22%
Cc1cc2nc3s/c(=C\c4ccc(-c5cc([N+](=O)[O-])c(C)cc5C)o4)c(=O)n3c2cc1C	0%
Cc1ccc(N2C(=O)C(O)=C(C(=O)/C=C/c3ccccc3)C2c2ccc([N+](=O)[O-])cc2)cc1 (stereo not given)	0%
